E-selectin induc: E-selectin induction on HUVECs; P16581; HUVEC E-selectin immunofluorescence imaging; normalized: neutral wells 0, TNF-alpha wells 100; activation, % at 7.58 µM; actives 0.37% (n = 260,000);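 active = mean E-selectin-positive cell signal at least 10% of the positive control, reached in at least 60% of replicates, without over 20% cell loss; inconclusive = no rule given, readout overlaps actives, possibly toxicity-flagged; inactive = the rest, including those meeting only one limit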;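 note: in these data hits start at about 27%; measured in HUVEC primary endothelial cells; signal is the percent of cells scored E-selectin positive by PE staining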
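Test system – human umbilical vein endothelial cells (HUVEC), E-selectin induction · Input – 3,000 HUVEC seeded per well · Buffer or medium – EGM-2, gelatin · Compound dosing – single-point compound dose · Detection – immunofluorescence imaging · Measure – percent E-selectin-positive cells · Controls – TNF-alpha high, DMSO low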
XiGFP reactiv: activators of X-chromosome reactivation in mouse fibroblasts; XiGFP mouse fibroblasts, % GFP-positive cells imaging, 3 d; cells co-treated with 5-aza-dC sensitizer; scaled so ellipticine positive control = 100%; activation, % at 7.58 µM; actives 0.055% (n = 360,000); AID 743238;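 active = mean normalized replicate activation at least 10% and every replicate at or above 10%; inconclusive = only one of the two criteria met; inactive = mean below 10% and not all replicates reach 10%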;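 note: 0% = median of on-plate neutral control wells and 100% = ellipticine 6 µM median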
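System: 68-5-11 XiGFP fibroblast line; Timing: 3 days compound exposure; Compound dosing: one concentration, pinned; Benchmarks: positive control ellipticine, 6 µM final; Buffer or medium: DMEM containing 5-aza-dC.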
RAD52 anneal inh: inhibitors of human RAD52 DNA annealing. P43351. recombinant RAD52 DNA annealing, FRET fluorescence. inhibition, % at 18.7 µM. actives 0.46% (n = 360,000). AID 651710;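 active = every replicate showing at least 50% inhibition; inconclusive = mean inhibition at least 50% but not in every replicate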
Target sequence (P43351 whole entry, looked up): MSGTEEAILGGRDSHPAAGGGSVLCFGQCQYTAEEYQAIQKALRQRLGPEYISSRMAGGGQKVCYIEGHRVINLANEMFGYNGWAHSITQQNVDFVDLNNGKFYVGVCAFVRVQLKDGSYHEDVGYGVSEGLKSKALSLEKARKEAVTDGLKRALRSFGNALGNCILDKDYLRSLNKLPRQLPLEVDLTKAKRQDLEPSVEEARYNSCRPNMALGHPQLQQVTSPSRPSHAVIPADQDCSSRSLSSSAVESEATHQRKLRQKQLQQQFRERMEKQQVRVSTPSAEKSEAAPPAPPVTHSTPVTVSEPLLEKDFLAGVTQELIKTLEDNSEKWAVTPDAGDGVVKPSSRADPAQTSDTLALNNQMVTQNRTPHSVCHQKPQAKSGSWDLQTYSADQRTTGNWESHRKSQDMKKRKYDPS
GSIS activator: primary screen for activators of insulin secretion dependent on glucose, INS-1E cells, GLuc reporter luminescence. activation, % at 16.6 µM. actives 0.61% (n = 370,000). INS-1E GLuc reporter insulin secretion, 2-3 h. AID 743287;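 active = lowest replicate activation of at least 40%, so every replicate reaches that level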;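 note: 0% = median of neutral control wells and 100% = median of IBMX positive control wells; some compounds called inactive have numbers as strong as hits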
F508del corr: CFTR F508del correction in bronchial cells | CFBE cells, YFP halide quenching; stimulated with forskolin plus potentiator P3; % fluorescence drop versus neutral controls | activity (quench increase), % at 7.58 µM | actives 0.36% (n = 350,000) | AID 720511;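 active = mean added fluorescence quench of at least 8% versus neutral control, with both replicates also reaching 8%; inconclusive = only one of the mean or replicate conditions met; inactive = mean below 8% and not both replicates reaching 8%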;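 note: cells transiently co-express mutant CFTR-F508del with the halide-sensitive YFP; corrector assay measuring rescue of mutant channel to the surface after 24 h compound exposure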
DENV2 CPE: protects cells from dengue virus 2 cytopathic effect | actives 1.7% (n = 350,000) | CPE inhibition, % at 9.99 µM | AID 651640 | DENV2-infected cells, cytopathic effect rescue, plate reader; in the data active = CPE inhibition above about 20%, passing the limit was not always enough; inconclusive = no clear call, values can overlap the other calls; tested in BHK-21 cells;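 note: 0% = median of neutral control wells and 100% = median of positive control wells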
Casp6 inh: blocks human caspase-6 cleavage activity. actives 0.53% (n = 350,000). inhibition, % at 12.5 µM. AID 686996. purified caspase-6, Z-VEID-R110 cleavage fluorescence. P55212;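 active = mean inhibition across replicates at least about 35%, with every replicate also reaching that limit, limit read from the data; inconclusive = only one of the two criteria met; inactive = neither criterion met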;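 note: 0% = median of neutral control wells and 100% = no fluorescence left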
Target sequence (P55212 24-179 limits assumed): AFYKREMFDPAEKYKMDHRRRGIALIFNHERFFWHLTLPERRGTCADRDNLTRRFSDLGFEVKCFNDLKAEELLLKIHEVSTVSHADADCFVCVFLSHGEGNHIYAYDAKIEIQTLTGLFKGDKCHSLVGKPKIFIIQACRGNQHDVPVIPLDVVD
Target sequence (P55212 194-293 limits assumed): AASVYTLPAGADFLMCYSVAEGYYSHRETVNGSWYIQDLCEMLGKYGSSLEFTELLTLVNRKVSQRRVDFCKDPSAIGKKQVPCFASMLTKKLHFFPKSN
RAD54 branch: RAD54 (human) branch migration inhibition. inhibition, % at 10.4 µM. actives 0.14% (n = 360,000). RAD54 Holliday junction branch migration, FAM/BHQ fluorescence. Q92698;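 active = mean normalized replicate activity at least 40 and at least half of replicates scoring 40 or more; inconclusive = only one of the two criteria met; inactive = mean below 40 and under half of replicates reaching 40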;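 note: 0% = median of neutral control wells and 100% = median of positive control wells; inhibitors cause a drop in the FAM fluorescence signal; in these data hits start at about 50%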
* = called active by the depositor; ? = inconclusive; · = not tested or not shown; & = joins results of further samples. Rows are unselected; 3.7% or so of the library scored in one or more.

SMILES | E-selectin induc | XiGFP reactiv | RAD52 anneal inh | GSIS activator | F508del corr | DENV2 CPE | Casp6 inh | RAD54 branch
CC1CCC(=O)N(CCC#N)CC1 (centres undefined) | · | 0.1 | -5 | 20 | 3.7 | -8 | 5 | 0
O=C(NC1CCCCC1)C(C1CC1)n1c(=O)c(-c2cc3ccccc3[nH]2)nc2ccccc21 (centres undefined) | 0.4 | 0.0 | -23 | -6 | -1.1 | -2 | 3 | ·
CC1(C)CC(NCc2ccncc2)CC(C)(C)N1 | 5.1 | -0.1 | -3 | -1 | -1.1 | 8 | -13 | -1
Cc1cccc(C)c1OCCOC(=O)c1n[nH]c2ccccc12 | · | 0.0 | -13 | -2 | -2.6 | -2 | -2 | 0
CCOc1ccc(NS(=O)(=O)c2cc(C(=O)NCCCN3CCOCC3)ccc2C)cc1 | -1.3 | -0.1 | -4 | 1 | -2.1 | 0 | -136 | -17
CCCc1cn(CC[C@@H]2CC[C@H](NC(=O)C3CCCCC3)[C@@H](CO)O2)nn1 | -0.5 | -0.7 | 8 | 8 | -1.3 | 19 | 2 | -3
O=[N+]([O-])c1cc(S(=O)(=O)N2CCCC2)ccc1NN=C1CCCC1 | 3.0 | -0.2 | · | 10 | · | · | · | -12
COc1ccc(C(=O)N=c2sc3ccccc3n2C)cc1OC | · | 0.0 | -5 | 1 | 1.1 | -6 | 0 | -2
COCCCN(C(=O)c1cc(Cl)nc2ccccc12)c1c(N)n(Cc2ccccc2)c(=O)[nH]c1=O | -0.1 | -0.1 | -4 | 24 | 0.7 | -1 | -1 | 4
Nc1nonc1-n1nnc(C(=O)N/N=C/c2cccc(Cl)c2)c1CSc1ccc(Cl)cc1 | · | 0.0 | -11 | 10 | -5.5 | 0 | -2 | -11
O=C(COC(=O)Cc1ccc(F)cc1)NC(=O)c1ccccc1 | -1.3 | -0.7 | -6 | 13 | -2.4 | 6 | 2 | -2
Nc1nc(N)nc(-c2cccc(Cl)c2Cl)n1 | -0.2 | 0.0 | -11 | 4 | -0.4 | -9 | -4 | 3
OCCN1CCN(Cc2ccc3ccccc3c2)CC1 | 0.0 | 0.1 | -2 | -11 | -0.9 | 3 | -3 | -5
O=C(Cc1cn(Cc2ccccc2)c2ccccc12)Nc1ccc(Nc2cccnc2)cc1 | 2.5 | -0.1 | -17 | -14 | 0.2 | 5 | 0 | ·
COc1ccc(NC(C)=O)cc1NC(C)C(=O)Nc1cc(C(F)(F)F)ccc1N1CCOCC1 (centres undefined) | · | 0.1 | -12 | · | -0.5 | -6 | 0 | -8
COc1ccc(NC2CC(=O)N(c3cc([N+](=O)[O-])ccc3C)C2=O)cc1 (centres undefined) | · | 0.1 | -3 | -26 | -2.1 | -5 | -1 | ·
COc1ccc(C(=O)N[C@H](C(=O)NCCCSc2ccccc2)C(C)C)cc1 | 0.1 | 0.0 | -2 | 1 | -0.3 | -13 | -2 | 1
C[C@@H]1CCCCO[C@@H](CN(C)C(=O)c2ccncc2)[C@@H](C)CN([C@H](C)CO)C(=O)c2cc(NS(=O)(=O)c3cn(C)cn3)ccc2O1 | 0.7 | -1.2 | 10 | 25 | -2.9 | -10 | -3 | -1
C/C(N)=C(/C#N)C(=O)CSc1nnc(-c2ccc(OC(F)F)cc2)o1 | -0.2 | 0.1 | -6 | -3 | 0.5 | -10 | 1 | 5&0
O=C(COc1ccc2ccccc2c1)Nc1ccc(Br)cc1C(=O)O | 0.0 | -0.1 | -4 | 4 | -1.4 | 4 | 0 | -12
CO[C@H]1CN(C)C(=O)c2ccc(NC(=O)Nc3ccc(Cl)cc3)cc2OC[C@H](C)NC[C@H]1C | 0.0 | -0.1 | · | -4 | -3.5 | · | · | ·
CCC(C)[C@H]1CN=C(N)N1CCCc1cc(OC)c(OC)c(OC)c1 (some centres undefined) | 0.3 | 0.0 | -19 | 14 | -1.4 | -10 | -2 | 4
Cc1noc(C)c1S(=O)(=O)N1CCC(C(=O)c2ccccc2)CC1 | -0.1 | 0.0 | -5 | -4 | -2.7 | -2 | 0 | ·
COc1nc(N2CCOCC2)nc(C)c1[N+](=O)[O-] | -3.1 | 0.7 | -7 | -13 | · | 2 | -1 | ·
COc1ccc(NC(=O)CN(C)S(=O)(=O)c2cnc[nH]2)cc1OC | · | 0.8 | -3 | -27 | -3.5 | 3 | 0 | 4

(next part)
SMILES | E-selectin induc | XiGFP reactiv | RAD52 anneal inh | GSIS activator | F508del corr | DENV2 CPE | Casp6 inh | RAD54 branch
CCN(C[C@H]1N[C@@](Cc2ccccc2)(C(=O)OC)[C@H]2C(=O)N(C)C(=O)[C@@H]12)S(=O)(=O)c1ccc(OC(F)(F)F)cc1 | · | 0.0 | -19 | · | 3.4 | 84* | 2 | -1
COc1ccc(CNC(=O)C[C@H]2C=C[C@@H](NC(=O)CN(C)C)[C@@H](CO)O2)cc1 | -0.1 | 0.1 | 1 | -7 | -2.8 | 1 | -3 | 1
COCCNC(=O)C(=O)N/N=C(\C)CC(=O)Nc1cccc(C(F)(F)F)c1 | · | 0.1 | -11 | · | -0.4 | ? | -3 | ·
CCc1noc(C)c1C(=O)N1CCSC1=Nc1cccc(Cl)c1C | 3.3 | 0.1 | -7 | -33 | -2.4 | -3 | -2 | 5
CN1C(=O)c2cc(NS(C)(=O)=O)ccc2OC[C@H]2O[C@H](CC(=O)N3CCOCC3)CC[C@@H]21 | 0.6 | 0.1 | 1 | 7 | · | 6 | 3 | 4
Cc1ccc(C)c(NCC(=O)c2ccc(Cl)cc2)c1 | 0.4 | 0.1 | -8 | -2 | 2.2 | -3 | 1 | 2
C[C@H](CO)N1C[C@H](C)[C@@H](CN(C)C(=O)C2CCCCC2)OCCCC[C@H](C)Oc2ccc(NC(=O)C3CCCCC3)cc2C1=O | 0.3 | 0.2 | 11 | -22 | 0.0 | -6 | -4 | 0
Cc1ccc(S(=O)(=O)N[C@@H]2CC[C@@H](CCNC(=O)C3CCCCC3)O[C@H]2CO)cc1 | -0.7 | -0.3 | -9 | -3 | 2.4 | -7 | -3 | 3
C[C@@H]1CCCCO[C@@H](CN(C)Cc2ccc(C(F)(F)F)cc2)[C@H](C)CN([C@@H](C)CO)C(=O)c2cc(NC(=O)c3ccccc3)ccc2O1 | -0.2 | 0.3 | -29 | -3 | 0.5 | 14 | -2 | -2
CCN1CCC[C@H]1CNCCCn1cnc2c(SC)ncnc21 | -1.7 | 0.0 | -10 | 10 | -5.1 | 0 | -37 | -34
COc1ccc(NC(=O)c2cccc(C(=O)Nc3ccc(OC)cc3)n2)cc1 | 3.3 | 0.1 | -16 | 1 | -0.8 | -3 | -1 | ·
N#C[C@@H]1[C@@H](c2ccccc2-c2cccc(F)c2)[C@H](CO)N1C(=O)C1CC1 | 0.0 | 0.1 | 2 | 5 | 1.7 | -7 | 1 | ·
O=C(C[C@@H]1CC[C@@H](NC(=O)CCN2CCCCC2)[C@@H](CO)O1)Nc1nccs1 | -0.1 | 0.1 | 3 | 9 | -1.4 | -3 | -1 | -5
COCCN(C[C@H]1[C@H](c2ccccc2)[C@H](CO)N1C(C)=O)C(=O)c1ccncc1 | 0.1 | 0.0 | -5 | 0 | -2.2 | 25* | -1 | 6
C[C@H]1CN([C@@H](C)CO)C(=O)c2cc(NC(=O)NC3CCCCC3)ccc2O[C@H]1CN(C)C(=O)Nc1cccc2ccccc12 | -0.1 | -0.1 | 6 | -8 | -0.2 | 0 | 0 | -17
CCCCOc1ccc(C(=O)NCC(=O)NCCOc2ccccc2)cc1 | 3.3 | 0.0 | -11 | 0 | -2.3 | -5 | 3 | 2
COc1ccccc1-n1c(C)nc2cc(C(=O)O)ccc21 | · | · | -10 | -5 | -2.1 | 6 | 0 | 5
CC1CCN(c2nnc(-c3cccs3)c3ccccc23)CC1 | 20 | 0.0 | -7 | 2 | -0.9 | 3 | -1 | ·
CCOc1cccc(C2/C(=C(/O)c3ccc4c(c3)CC(C)O4)C(=O)C(=O)N2Cc2cccnc2)c1 (centres undefined) | · | 0.0 | -24 | 14 | 1.3 | -2 | -7 | -5
COc1ccc(NC(=O)CCc2nc3ccccc3s2)c(OC)c1 | · | 0.0 | -23 | -1 | -1.5 | 0 | 2 | ·
O=C(Cc1ccc(NC(=O)C2CCCN(C(=O)C3CC3)C2)cc1)Nc1cccc(C(=O)N2CCCCC2)c1 (centres undefined) | -0.1 | -0.1 | -15 | · | -3.7 | 4 | 0 | -18
N#Cc1ccccc1OCC(=O)NNC(=O)CNC(=O)c1cccc(Br)c1 | -0.4 | 0.2 | -5 | -9 | -1.3 | -5 | -3 | -14
COc1ccc(CCNS(=O)(=O)c2ccc3c(c2)OCCO3)cc1 | · | · | -9 | -5 | · | · | -2 | -4
COC(=O)c1cc2c(c3c4cc(C)ccc4n(C(=O)c4ccccc4)c13)C(=O)N(Cc1ccccc1)C2 | -0.2 | 0.0 | -43 | 9 | 0.3 | -7 | 2 | ·
O=C(Nc1cccc(F)c1)N1CC(=O)N2[C@H](CO)[C@H](c3ccc(-c4ccccc4F)cc3)[C@H]2C1 | 0.0 | 0.3 | -15 | -20 | -1.0 | 1 | -2 | ·

Next compounds.
SMILES | E-selectin induc | XiGFP reactiv | RAD52 anneal inh | GSIS activator | F508del corr | DENV2 CPE | Casp6 inh | RAD54 branch
C[C@H](CO)N1C[C@H](C)[C@@H](CN(C)S(=O)(=O)c2ccc(Cl)cc2)Oc2ccc(NC(=O)Nc3ccc(C(F)(F)F)cc3)cc2CC1=O | 0.1 | -0.3 | -12 | 2 | 2.7 | -1 | -1 | ·
CCC(=O)NC[C@@H]1[C@@H](c2ccc(C3=CCCC3)cc2)[C@@H](CO)N1C(=O)CN(C)C | -0.4 | 0.0 | -16 | 1 | 3.6 | -3 | 3 | ·
CCOC(=O)c1ccc(NC(=O)Nc2ccc(Cl)cn2)cc1 | 6.1 | 0.0 | -8 | 3 | · | 16 | 0 | ·
O=C(COc1ccc([N+](=O)[O-])cc1)NC(=O)NC1CCS(=O)(=O)C1 (centres undefined) | -0.1 | -0.1 | 5 | 13 | -1.5 | 9 | 0 | ·
CN(C)C(=O)[C@@H]1[C@@H](CO)[C@@H]2Cn3c(cccc3=O)[C@@H]2N1CC1CCCC1 | 0.0 | 0.8 | · | 11 | -0.2 | · | · | 6
C[C@@H]1CN([C@@H](C)CO)C(=O)c2cccc(NC(=O)c3ccncc3)c2O[C@H]1CN(C)S(=O)(=O)c1cccs1 | -5.3 | 0.2 | 7 | -1 | 1.7 | -3 | -1 | 6
C[C@H](CO)N1C[C@H](C)[C@H](CN(C)C(=O)c2ccncc2)OCCCC[C@H](C)Oc2ccc(NS(=O)(=O)c3cccs3)cc2C1=O | 0.2 | -0.1 | -6 | -3 | 0.0 | 0 | -2 | 24
COCCNC(=O)C[C@@H]1C[C@H]2c3cc(NC(=O)CC4CC4)ccc3O[C@H]2[C@@H](CO)O1 | -0.1 | 0.5 | 4 | 1 | 2.7 | -7 | -1 | 2
CCOC(=O)c1cccc(NC(=O)C2CCN(c3ncnc4c3nc3n4CCCCC3)CC2)c1 | · | 0.0 | -6 | -10 | 0.9 | -3 | 1 | -2
CN(/C=C/C(=C/C=[N+](C)c1ccccc1)OCCCS(=O)(=O)[O-])c1ccccc1 | · | 0.1 | -25 | 1 | · | -2 | 8 | ·

Bioassay records (PubChem)
